# Assay outcomes (PubChem)
# ERAP1 HTS inh = ERAP1 (human) enzyme inhibition; Q9NZ08; recombinant ERAP1, Leu-AMC fluorescence, 60 min; inhibition, % at 10.7 µM; 340,000 tested, 0.15% active;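 active = mean replicate inhibition of at least 30%, or all replicates individually reaching that 30% level; inactive = mean below 30% and not every replicate reaching it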;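 also: 0% = neutral control wells and 100% = L-leucinethiol positive control wells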
# Target sequence (Q9NZ08 whole entry, looked up): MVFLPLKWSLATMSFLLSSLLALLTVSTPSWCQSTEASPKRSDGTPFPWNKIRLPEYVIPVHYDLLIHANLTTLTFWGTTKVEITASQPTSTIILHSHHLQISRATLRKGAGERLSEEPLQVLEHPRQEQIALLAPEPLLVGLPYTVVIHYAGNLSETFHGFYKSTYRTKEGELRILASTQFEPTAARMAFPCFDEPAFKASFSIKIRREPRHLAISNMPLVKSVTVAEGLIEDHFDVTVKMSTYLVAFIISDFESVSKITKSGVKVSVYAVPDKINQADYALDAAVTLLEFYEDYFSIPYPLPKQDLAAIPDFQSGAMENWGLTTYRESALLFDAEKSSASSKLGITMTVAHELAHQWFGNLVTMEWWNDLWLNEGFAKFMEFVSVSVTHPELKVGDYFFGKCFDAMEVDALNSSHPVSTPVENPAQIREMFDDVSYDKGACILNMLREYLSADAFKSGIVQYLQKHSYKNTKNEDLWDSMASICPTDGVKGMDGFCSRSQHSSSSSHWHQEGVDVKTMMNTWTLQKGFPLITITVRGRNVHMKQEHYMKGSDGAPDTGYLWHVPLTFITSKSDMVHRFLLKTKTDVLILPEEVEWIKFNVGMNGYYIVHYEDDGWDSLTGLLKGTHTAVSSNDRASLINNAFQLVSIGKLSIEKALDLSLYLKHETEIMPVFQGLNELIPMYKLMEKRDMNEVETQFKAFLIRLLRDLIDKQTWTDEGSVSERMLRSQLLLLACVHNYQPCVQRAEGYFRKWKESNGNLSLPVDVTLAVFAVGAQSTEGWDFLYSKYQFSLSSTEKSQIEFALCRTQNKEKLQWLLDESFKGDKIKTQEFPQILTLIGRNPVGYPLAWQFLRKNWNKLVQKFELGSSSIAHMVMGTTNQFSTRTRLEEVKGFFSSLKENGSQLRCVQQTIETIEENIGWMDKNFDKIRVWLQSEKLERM
# S100A4 MyoIIA = blocks human S100A4 binding to myosin IIA peptide | 360,000 tested, 0.14% active | inhibition, % at 10.7 µM | S100A4/TAMRA-MyoIIA peptide fluorescence polarization;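 active = mean inhibition of at least 70% across replicates, with every replicate also reaching that level; inconclusive = mean inhibition reaches 70% but some replicates fall short; inactive = mean inhibition below 70%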
# Target sequence (P26447 whole entry, looked up): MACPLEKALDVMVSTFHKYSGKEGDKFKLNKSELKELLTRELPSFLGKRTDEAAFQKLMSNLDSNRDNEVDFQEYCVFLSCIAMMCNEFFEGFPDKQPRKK
#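 System – human S100A4 monomer protein, biochemical binding assay · Buffer or medium – Calcium-containing HEPES buffer, pH 7.2 · Timing – 5 min between mix addition and reading · Also added – TAMRA-labelled myosin IIA heavy-chain peptide probe, 5 nM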
# EWS-Fli inh = EWS/Fli transcriptional activity inhibition; A673 NR0B1-luciferase reporter, viability-normalised; inhibition, % at 12.6 µM; 350,000 tested, 0.67% active;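 active = mean inhibition of at least 50% after viability correction, with every replicate also passing that limit; inconclusive = mean reaches 50% but only one of two replicates passes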;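 also: firefly luciferase signal divided by Alamar Blue viability fluorescence both relative to DMSO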
# PglD DTNB = blocks C. jejuni PglD acetyltransferase activity. purified PglD enzyme, DTNB colorimetric CoA detection. inhibition, % at 12.5 µM. 360,000 tested, 0.098% active. AID 602405; in the data active = inhibition above about 16%, passing the limit was not always enough; inconclusive = no clear call, values can overlap the other calls; also: strong numbers were not always called active
# PGC1a acetyl inh = modulators of PGC1a acetylation | 350,000 tested, 0.17% active | AID 651687 | inhibition, % at 15.6 µM | U2OS PGC1a acetylation, AlphaScreen anti-acetyl-lysine; with virally co-expressed GCN5 acetyltransferase;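 active = every replicate shows inhibition of at least 40%; inconclusive = mean inhibition at least 40% but some replicate below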;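 also: 0% = neutral control wells and 100% = positive control wells; some results beyond the cut were filed as inactive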
# LGR2 antag = Drosophila LGR2 receptor signaling inhibition | HEK293 LGR2, CRE-luciferase, bursicon-stimulated, 4 h | inhibition, % at 9.99 µM | 380,000 tested, 0.35% active | AID 720647;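 active = drop in luminescence signal, shown as inhibition above about 50% in the replicate tests, limit read from the data, passing the limit was not always enough; inconclusive = probably only some replicates passing the limit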;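 also: agonist challenge used bursicon conditioned medium at about half maximal strength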
# FN deposition inh = fibronectin deposition inhibition; AID 743247; 350,000 tested, 0.086% active; inhibition, % at 12.6 µM; AH1F fibroblasts, Alexa488-fibronectin deposition fluorescence, overnight;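 active = mean inhibition across replicates of 30% or more, regardless of how many single replicates reach that level; inconclusive = mean under 30% yet at least half of replicates reach 30%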;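 also: positive control wells lacked labelled fibronectin entirely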
#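 Material: AH1F fibroblast monolayer depositing Alexa488-labelled fibronectin into matrix | Input: 10000 AH1F cells/well | Medium: DMEM plus 2% serum, read in PBS | Reagent: Alexa488-fibronectin, 24 nM final in well | Compound dosing: One dose per compound, pinned | Schedule: 1 h adhesion, overnight exposure | Measured by: Fluorescence at 485 nm excitation, 525 nm emission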
# PAX8 inh HTS = inhibitors of PAX8 transcriptional activity in RMG-I cells; AID 652154; RMG-I TPO-luciferase reporter, SteadyGlo, 24 h; 360,000 tested, 1.2% active; inhibition, % at 12.6 µM;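 active = mean replicate inhibition at least 60% with every replicate also reaching 60%; inconclusive = only one of the two criteria is met; inactive = mean below 60% and not all replicates reaching 60%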;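 also: luciferase light reporting Pax8 driven TPO promoter activity; plate controls were median of neutral control wells for no effect and mitoxantrone controls for full effect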
# * = called active by the depositor; u = inconclusive; x = not tested or not shown; & = joins results of further samples.
SMILES,ERAP1 HTS inh,S100A4 MyoIIA,EWS-Fli inh,PglD DTNB,PGC1a acetyl inh,LGR2 antag,FN deposition inh,PAX8 inh HTS
CCOc1ccc([C@@H]2CC=C(C(=O)O)CN2S(=O)(=O)c2ccc(C)cc2)cc1,3,5,-10,-1,x,x,-5,-15
CCCN1C[C@H](C)[C@@H](OC)CN(C)C(=O)c2cc(NC(=O)C3CCC3)ccc2OC[C@H]1C,x,x,-2,-3,-5,-15,1,2
COc1ccc2c3c(n(C)c2c1)[C@@H](CO)N(C(=O)C1CCCC1)CC31CCN(Cc2cccc(F)c2)CC1,0,-8,39,x,x,2,x,48
C[C@@H]1CCCCO[C@H](CN(C)Cc2ccc(C(F)(F)F)cc2)[C@H](C)CN([C@H](C)CO)C(=O)c2cc(NC(=O)CCCN(C)C)ccc2O1,0,11,67*,3,-31,6,x,x
COC(=O)C1CN(C(=O)COc2cc(C)cc(C)c2)c2ccccc2O1 (stereo unspecified),1,0,10,-1,x,-11,-2,-13
C/C=C/c1ccc(C2[C@@H]3CN(S(=O)(=O)c4ccc(F)cc4)C[C@H]2N3)cc1 (stereo partly specified),2,4,-24,x,-18,-21,-8,-1
CC(C)N(C(=O)C1CC(=O)OC12CCCCC2)C(C)C (stereo unspecified),3,-1,x,3,7,x,-4,-8
CSc1ncc(CNc2cc([N+](=O)[O-])ccc2C)c(N)n1,0,-2,18,x,x,4,8,14
Cc1noc(C)c1NC(=O)Nc1ccc2c(c1)C(=O)N([C@@H](C)CO)C[C@H](C)[C@@H](CN(C)Cc1ccncc1)OCCCC[C@H](C)O2,2,9,-22,1,8,2,x,19
CN(CC(=O)Nc1ccc(F)c(F)c1F)C(=O)C1CC(=O)N(C2CCCC2)C1 (stereo unspecified),1,4,-6,7,8,-15,8,2
Cn1nnnc1SCC(=O)NCc1cccc(C(=O)O)c1,x,x,x,-1,u,x,-3,-2
Cc1nnc(SCC(=O)NC2(C#N)CCCCC2)n1N,-3,-2,2,-3,4,-12,12,1
CCOC(=O)/C=C/C(=O)Nc1ccc(Oc2ccccc2)cc1,-1,1,13,x,x,102*,19,14
C=CCNC(=O)c1ccc(Cn2c(=S)[nH]c3cc4c(cc3c2=O)OCO4)cc1,x,x,x,3,-12,x,-7,18
C[C@@H]1CCCCO[C@@H](CN(C)C(=O)Nc2ccc3c(c2)OCO3)[C@H](C)CN([C@@H](C)CO)C(=O)c2cc(NC(=O)c3ccccc3)ccc2O1,-1,-4,-86,0,-8,-10,x,-14
Cn1c(=O)ccc2ccccc21,1,-4,3,3,4,x,x,x
COc1cccc(CNC(=O)C2CCCN2S(=O)(=O)c2ccc3c(c2)C(C)(C)C(=O)N3C)c1 (stereo unspecified),x,-1,4,-7,2,-16,-9,-14
NS(=O)(=O)c1ccc(-c2ccc(/C=C3\SC(=O)NC3=O)o2)cc1,-2,0,2,-6,-4,-6,1,-1
Cc1ccc(CN2CC(N3CCN(Cc4cccc(C)c4)CC3)CS2(=O)=O)cc1 (stereo unspecified),10,10,-6,4,4,3,0,-4
Cc1noc(C)c1NC(=O)Nc1ccc2c(c1)C(=O)N([C@@H](C)CO)C[C@@H](C)[C@H](CN(C)Cc1ccncc1)O2,1,29,1,5,10,12,x,7
CCOC(=O)C1=C(COC(=O)CCc2ccc(CC)cc2)NC(=O)NC1C (stereo unspecified),0,-2,0,4,9,-26,0,-4
CCCCCc1nc2c(c3c1CCCC3)CCCC2,0,5,22,x,x,-2,10,24
COc1ccc(OCCOC(=O)c2nc3nccc(C)n3n2)cc1,-5,-4,-5,x,5,12,-31,1
COC(=O)C(c1cc(OC)c(O)c(OC)c1)(N1CCNC(C)C1)C(F)(F)F (stereo unspecified),x,x,x,1,-1,x,-34,-7
C[C@@H]1CN([C@H](C)CO)C(=O)CCCn2nncc2CO[C@@H]1CN(C)S(=O)(=O)c1ccc(F)cc1,0&-1&2,4&10&8,2&-4&7,-5&3&-1,-3&6&4,-10&0,13,0&1
# (more compounds)
SMILES,ERAP1 HTS inh,S100A4 MyoIIA,EWS-Fli inh,PglD DTNB,PGC1a acetyl inh,LGR2 antag,FN deposition inh,PAX8 inh HTS
C[C@H]1CN([C@@H](C)CO)C(=O)Cc2cc(NC(=O)NC3CCCCC3)ccc2O[C@H]1CN(C)C(=O)Nc1ccc(F)cc1,1,0,7,-1,5,6,2,1
O=[N+]([O-])c1ccccc1S(=O)(=O)c1ccccc1[N+](=O)[O-],3,0,10,x,x,20,-7,0
Cc1ccc(C(c2nnnn2CC2CCCO2)N2CCN(C)CC2)cc1 (stereo unspecified),-1,-1,-6,1,x,x,-1,-10
Cc1cc(Br)ccc1NC(=O)CN(C)Cc1cccs1,6,1,24,2,9,-21,-8,-22
COc1ccc(N2C(=O)CC(Sc3ccccc3C(=O)O)C2=O)c([N+](=O)[O-])c1 (stereo unspecified),-7,32,5,-5,-1,14,x,6
CCc1cc2cc3c(cc2nc1SCC(=O)OC(C)C)OCO3,1,20,11,x,-17,6,x,-7
O=C(Nc1ccccc1)C1Cc2c(-c3ccco3)ccnc2O1 (stereo unspecified),4,8,-9,2,7,-7,1,-21
COc1cccc(C#Cc2ccc([C@@H]3[C@@H](CO)N(C(=O)c4ccccn4)[C@H]3C#N)cc2)c1,-2,-9,17,2,-29,-9,8,-2
O=C(Nc1ccc(Cl)cc1)N[C@H]1CC[C@@H](CCn2cc(C3(O)CCCC3)nn2)O[C@H]1CO,0,-1,-2,3,-17,-4,x,12
Cc1nnc(-c2cnn(C)c2N)n1CCCN1CCOCC1,0,-6,-2,-2,7,10,-8,-8
CCOC(=O)C(NCc1ccc2c(c1)OCO2)(NC(=O)CC)C(F)(F)F (stereo unspecified),x,x,x,4,-3,x,6,2
C[C@@H]1CN([C@H](C)CO)C(=O)c2cc(/C=C/c3ccccc3)cnc2O[C@@H]1CN(C)S(=O)(=O)c1cccs1,-2,-2,-6,13,0,-14,x,x
COc1ccc(/C(N)=N/OC(=O)Oc2ccccc2)cc1OC,2,11,-10,3,3,5,6,5
O=C(CN1C(=O)NC2(CCCC2)C1=O)Nc1cc(Cl)ccc1Oc1ccccc1,-1,-1,8,2,8,-4,3,-4
CC(C)c1nc(SCC(=O)NC(=O)NC(C)(C)C)n[nH]1,-1,-1,14,x,-9,1,9,11
CCCCNC(=O)c1ccc(NC(C)=O)c(Cl)c1,3,0,4,x,x,10,5,-23
COc1cccc(O)c1CN1CCC(Oc2ccc(C(=O)NCc3ccccn3)cc2)CC1,-9,13,10,3,-5,8,1,-11
COc1ccccc1CNC(=O)CN1C(=O)NC2(CCCc3sccc32)C1=O (stereo unspecified),-5,-2,-1,5,10,-3,-5,12
O=[N+]([O-])c1cccc(C=NNC(=S)NC23CC4CC(CC(C4)C2)C3)c1,-1,9,-2,x,x,-59,-10,-119
COc1ccc(N=C2NC(=O)/C(=C\C=C\c3ccccc3)S2)cc1,9,-1,-19,x,7,x,13,-14
C=C(C)COc1cc2oc(=O)c(CC(=O)N3C[C@H]4C[C@@H](C3)c3cccc(=O)n3C4)c(C)c2cc1Cl,-25,-2,-1,3,-11,-7,x,x
COc1ccc(NC2CC(=O)N(c3cc([N+](=O)[O-])ccc3C)C2=O)cc1 (stereo unspecified),3,-3,-8,x,x,-5,4,20
CCN1C(=O)CSC1=Nc1ccc(C(=O)O)cc1,4,-3,-4,6,-1,x,2,3
CC(C)(C)N1CC(C(=O)Nc2ccc(C(N)=O)cc2)CC1=O (stereo unspecified),4,0,-2,x,2,x,7,-18
Cc1cc(C)c2c(NC(=O)CCl)nn(C)c2n1,2,-3,0,-1,0,x,8,26
# The results go on.
SMILES,ERAP1 HTS inh,S100A4 MyoIIA,EWS-Fli inh,PglD DTNB,PGC1a acetyl inh,LGR2 antag,FN deposition inh,PAX8 inh HTS
C[C@@H]1CN([C@@H](C)CO)S(=O)(=O)c2ccc(C#Cc3ccccc3)cc2O[C@H]1CN(C)C(=O)Cc1ccccn1,-1,-9,18,-4,4,20,-19,x
O=C(COc1ccc(S(=O)(=O)N2CCOCC2)cc1)N1CCOCC1,1,-2,-4,0,1,-27,1,9
CCn1c(SCC(=O)Nc2ccc(OC)c(S(=O)(=O)N3CCCCC3)c2)nnc1C1CC1,5,18,0,2,-14,11,2,x
CC(=O)c1ccccc1OCC(O)Cn1ccnc1 (stereo unspecified),1,-2,8,-4,17,7,2,-18
CC(C)CCSc1ncnc2c1oc1nc3c(cc12)COC(C)(C)C3,4,7,11,3,-31,x,x,x
COc1ccc(CN(C)C[C@H]2OCCCC[C@@H](C)Oc3ccc(NC(=O)C4CCCCC4)cc3C(=O)N([C@@H](C)CO)C[C@@H]2C)cc1,3,-1,x,1,4,6,8,16
COc1ccccc1NC(=O)COc1ccccc1C(=O)Nc1ccccc1,-3,-1,0,-2,2,21,20,10
Cc1cc(NC(=O)COc2cccc(C)c2C)no1,5,1,-5,-2,-6,-36,-6,0
CCS(=O)(=O)Nc1ccc2c(c1)C(=O)N(C)C[C@H](OC)[C@H](C)CN(C(=O)COC)[C@H](C)CO2,x,x,2,x,-1,12,-11,-10
CCCC(=O)Nc1ccc2c(c1)C(=O)N(C)[C@H]1CC[C@@H](CC(=O)Nc3ccccc3)O[C@H]1CO2,0,5,-6,-1,3,-3,-2,8
O=C(NC1CCCC1)N[C@@H]1C=C[C@@H](CC(=O)N2CCOCC2)O[C@H]1CO,-1,-43,2,1,-7,4,1,8
O=C(C1CCCC1)N1CC(=O)N2[C@H](CO)[C@@H](c3ccc(Br)cc3)[C@@H]2C1,-1,-22,-2,x,-6,2,11,-24
COCOc1ccc(-c2ncc(OCCN3CCCC3=O)nc2NC(=O)c2cc3ccccc3s2)cc1,-1,-1,12,6,-26,6,6,-13
COCC(=O)Nc1ccc2c(c1)C(=O)N(C)C[C@H](OC)[C@@H](C)CN(Cc1cccnc1)[C@@H](C)CO2,-2,-4,-5,1,-8,-4,4,-5
OCCCn1c(C2CCCN2c2nc(-c3ccc(F)cc3)cs2)nc2cc(Cl)c(Cl)cc21 (stereo unspecified),-2,-8,-15,-3,1,4,-6,4
CCc1ccccc1NS(=O)(=O)Cc1ccccc1,2,0,12,-12,4,23,-6,-4
CC(=O)Cn1cnc2sc(-c3ccccc3)cc2c1=O,x,x,x,-3,2,x,-2,-168
CC1(C)CC(NCc2ccncc2)CC(C)(C)N1,-2,-3,-9,3,4,-14,-5,5
CCCCNC(=O)C1CCC(CNc2c(N3CCC(C)CC3)c(=O)c2=O)CC1 (stereo unspecified),-3,0,3,x,8,-6,10,11
CCCN(C)C[C@H]1OCCCC[C@@H](C)Oc2ccc(NC(=O)CCC(F)(F)F)cc2C(=O)N([C@H](C)CO)C[C@H]1C,0,5,-7,1,1,-19,x,9

# Shown with values under each structure: part of the list above
# Every second line gives: ERAP1 HTS inh	S100A4 MyoIIA	EWS-Fli inh	PglD DTNB	PGC1a acetyl inh	LGR2 antag	FN deposition inh	PAX8 inh HTS
- COCC(=O)Nc1ccc2c(c1)C(=O)N(C)C[C@H](OC)[C@@H](C)CN(Cc1cccnc1)[C@@H](C)CO2
→ -2	-4	-5	1	-8	-4	4	-5
- OCCCn1c(C2CCCN2c2nc(-c3ccc(F)cc3)cs2)nc2cc(Cl)c(Cl)cc21 (stereo unspecified)
→ -2	-8	-15	-3	1	4	-6	4
- CCc1ccccc1NS(=O)(=O)Cc1ccccc1
→ 2	0	12	-12	4	23	-6	-4
- CC(=O)Cn1cnc2sc(-c3ccccc3)cc2c1=O
→ x	x	x	-3	2	x	-2	-168

# The order is random; about 2.1% have a hit in one of these screens.
